CIT2 TOR yeast – alters CIT2-GFP fluorescence in TOR pathway yeast screen; AID 2029; 320,000 compounds, 0.065% hits; GFP response vs DMSO, % at 10 µM; S. cerevisiae CIT2-GFP strain, flow cytometry, 3 h; 100 means same as DMSO wells;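 active means GFP response relative to DMSO above a set limit, near the screen mean plus 3 SD, cut at about 150% in these data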;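 further: ratio of well median GFP fluorescence to mean of DMSO wells on the plate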
BCLXL inh – Bcl-xL (human) inhibition; GST-Bcl-xL / FITC-Bim BH3 peptide fluorescence polarization; inhibition, % at 10.9 µM; 320,000 compounds, 0.7% hits;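 active means inhibition above the mean of all tested compounds plus 3 SD, cutoff set per campaign, cut at about 30% in these data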;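 further: 0% = DMSO wells and 100% = unlabeled Bim-BH3 peptide competitor; inhibitors lower millipolarization by displacing the labeled peptide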
MCL1-BIM inh – MCL1-BIM-BH3 interaction inhibition (human). 320,000 compounds, 0.68% hits. inhibition, % at 10.9 µM. GST-MCL1 / FITC-Bim-BH3 fluorescence polarization;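 active means inhibition above the mean inhibition of all tested compounds plus 3 SD, set per campaign, cut at about 40% in these data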;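 further: 0% = DMSO wells and 100% = unlabeled Bim-BH3 peptide control; higher means more loss of mP so more displacement of Bim peptide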
Target sequence (Q07820 whole entry, looked up): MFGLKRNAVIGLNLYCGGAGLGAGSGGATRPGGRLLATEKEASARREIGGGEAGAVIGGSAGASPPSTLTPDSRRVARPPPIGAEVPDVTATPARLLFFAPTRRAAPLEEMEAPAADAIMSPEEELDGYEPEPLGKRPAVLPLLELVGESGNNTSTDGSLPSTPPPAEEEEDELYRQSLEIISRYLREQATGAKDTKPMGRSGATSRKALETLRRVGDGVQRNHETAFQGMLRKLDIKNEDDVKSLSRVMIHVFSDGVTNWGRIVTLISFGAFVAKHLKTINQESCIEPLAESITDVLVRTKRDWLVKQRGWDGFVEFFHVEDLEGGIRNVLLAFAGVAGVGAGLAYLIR
AGP1-GFP MLPCN – modulators of TOR pathway AGP1-GFP in S. cerevisiae; S. cerevisiae AGP1-GFP multiplex flow cytometry, 3 h; GFP as percent of DMSO wells; GFP response vs DMSO, % at 10 µM; 320,000 compounds, 0.02% hits; AID 2066;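 active means GFP response relative to DMSO above a set limit, near screen average plus 3 SD, cut at about 150% in these data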;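 further: median GFP channel fluorescence of the gated AGP1 strain per well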
GRK2 aptamer HTS – human GRK2 inhibition via aptamer displacement. bead flow cytometry, FAM-aptamer displacement from GRK2. inhibition of aptamer binding, % at 10 µM. 330,000 compounds, 0.59% hits. AID 488847;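 active means inhibition of aptamer binding above 40%, roughly 3 SD of noise, on plates passing a quality check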;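 further: median bead fluorescence of bound FAM aptamer so fluorescent compounds give negative values; no value below 0 was filed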
Target sequence (P25098 whole entry, looked up): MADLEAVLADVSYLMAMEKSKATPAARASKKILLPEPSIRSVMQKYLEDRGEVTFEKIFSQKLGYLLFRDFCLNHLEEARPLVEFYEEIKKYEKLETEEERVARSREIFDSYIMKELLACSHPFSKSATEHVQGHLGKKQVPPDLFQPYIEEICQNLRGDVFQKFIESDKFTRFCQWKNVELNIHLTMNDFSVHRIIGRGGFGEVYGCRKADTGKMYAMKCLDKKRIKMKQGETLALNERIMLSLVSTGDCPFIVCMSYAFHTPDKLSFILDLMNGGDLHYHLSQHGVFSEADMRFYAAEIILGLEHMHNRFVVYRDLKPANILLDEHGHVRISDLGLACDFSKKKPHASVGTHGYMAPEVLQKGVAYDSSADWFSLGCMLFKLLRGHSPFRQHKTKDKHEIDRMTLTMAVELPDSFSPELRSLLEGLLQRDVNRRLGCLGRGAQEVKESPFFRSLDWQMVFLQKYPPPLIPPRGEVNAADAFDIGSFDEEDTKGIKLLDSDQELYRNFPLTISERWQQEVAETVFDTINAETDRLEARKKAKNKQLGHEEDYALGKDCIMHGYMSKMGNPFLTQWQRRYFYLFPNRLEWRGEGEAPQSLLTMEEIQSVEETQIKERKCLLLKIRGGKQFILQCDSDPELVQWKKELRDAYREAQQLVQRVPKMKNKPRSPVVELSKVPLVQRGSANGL
Fam108B inh – Fam108B inhibition, counter-screen for RBBP9 inhibitors; recombinant Fam108B, FP-Rh probe fluorescence polarization; inhibition, % at 9.51 µM; 300,000 compounds, 0.33% hits;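 active means inhibition above the screen mean inhibition plus 3 SD, computed separately per campaign, cut at about 18% in these data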;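 further: inhibitors lower polarization as less probe binds the enzyme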
VLA-4 inh – inhibition in a human VLA-4 binding assay | inhibition, % (about 7 µM as worked out from the volumes in the protocol) | 330,000 compounds, 0.2% hits | AID 2557 | VLA-4 expressing cells, ligand binding flow cytometry | P13612; in the data active means inhibition above about 50%
MEX-5 binding – C. elegans MEX-5 TCR-2 RNA binding activity; Q9XUB2; MEX-5/FITC-TCR2 RNA binding, fluorescence polarization; stronger effect = lower value; activity score (negative = inhibition of binding), % at 10 µM; 300,000 compounds, 0.38% hits; AID 1832;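 active means inhibition past about -25% in most replicates, and total fluorescence under double the plate's negative control median, limit read from the data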;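 further: 0% = DMSO and -100% = 5 µM competing unlabeled TCR2 RNA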
GLD-1 RNA inh – GLD-1-TGE RNA interaction inhibition (C. elegans). inhibition, % at 5.96 µM. AID 2280. 320,000 compounds, 0.44% hits. purified GLD-1 + fluorescein TGE RNA, fluorescence polarization;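 active means percent inhibition above a per-plate cutoff, the plate mean of test compounds plus 3 SD, cut at about 30% in these data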;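 further: 0% = DMSO wells with GLD-1 and probe and 100% = wells lacking GLD-1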
An asterisk follows results filed as active; x = no result given.

SMILES	CIT2 TOR yeast	BCLXL inh	MCL1-BIM inh	AGP1-GFP MLPCN	GRK2 aptamer HTS	Fam108B inh	VLA-4 inh	MEX-5 binding	GLD-1 RNA inh
CC(C)C(=O)NC(NC(=S)NC1CCS(=O)(=O)C1)C(Cl)(Cl)Cl (centres undefined)	105	8	3	101	1	-2	-6	0.1	7
N#CCc1nn2c3c(cnc2c1C#N)C(=O)CCC3	105	19	22	99	5	6	-10	-1.9	-22
Cn1c(Br)nc2c1c(=O)n(CC(O)COc1ccccc1)c(=O)n2C (centres undefined)	108	5	0	107	0	1	-3	-1.8	3
COC(=O)c1ccc(NC(=O)CSc2nnc(Cc3cccn3C)n2-c2ccc(F)cc2)cc1	116	1	1	107	0	0	8	-5.6	-4
O=C(c1nnc(Cc2ccc(Cl)cc2)o1)N1CCOCC1	102	-5	3	104	2	5	42	0.2	7
C/C(=N\NC(=O)c1ccc(Cn2cc(Br)cn2)o1)c1cccc(NC(=O)C(C)(C)C)c1	108	2	5	101	1	0	4	4.3	4
Nc1nc2c(ncn2COC(CO)CO)c(=O)[nH]1	73	-2	-2	79	4	-3	3	-0.1	3
CCCNC(=O)COC(=O)CCC(=O)c1ccc(F)cc1	85	4	5	92	4	1	5	-1.5	-1
O=S(=O)(c1ccccc1)c1nc(-c2ccccc2)oc1NCCCN1CCOCC1	97	6	5	101	0	3	4	2.8	7
O=C(CSCc1ccc(Br)cc1)N1CCCC1	93	10	1	95	0	5	3	1.9	2
O=[N+]([O-])c1ccc(Cl)c(S(=O)(=O)n2ccnc2)c1	97	6	-2	108	0	-2	0	0.2	-3
Cc1cccc2c(N=NC(=O)C(C)n3cnc4ccccc4c3=O)c(O)[nH]c12 (centres undefined)	97	1	1	107	26	0	2	-1.2	-7
Cc1ccc(C(=O)Nc2cccc(C(=O)N/N=C/c3ccc(F)cc3)c2)cc1	101	1	3	102	0	-6	3	-0.9	7
Cc1cc(C)c(S(=O)(=O)Nc2cccc(-n3cnnn3)c2)c(C)c1	105	-1	-5	106	0	-4	45	-1.6	5
CC(C)C(NC(=O)C(NC(=O)C1OC2OC(C)(C)OC2C2OC(C)(C)OC12)C(C)C)C(=O)O (centres undefined)	94	3	6	98	0	4	-8	2.4	2
O=C(C(c1ccccc1)c1ccccc1)N1CCN(CCN2C(=O)c3cccc4cccc(c34)C2=O)CC1	97	3	-5	99	0	-5	2	x	3
Cc1ccc(-c2cc(C(F)F)n3ncc(C(=O)N4CCCc5ccccc54)c3n2)cc1	103	3	5	101	0	5	-5	-1.9	2
CCOc1ccc(-n2c(C)c(C(=O)O)c3cc(OC)ccc32)cc1	107	8	2	95	1	5	-16	0.4	3
CC(O)CNC(=O)C1CCN(Cc2ccc(OCc3ccccc3)cc2)CC1 (centres undefined)	96	3	0	100	0	-1	11	-2.1	9
CCCC(C)NC(=O)COC(=O)c1cccc(NS(C)(=O)=O)c1 (centres undefined)	101	-6	4	106	0	-4	-2	1.8	3
O=C(NCCCN1CCOCC1)C(=O)NCC1OCCN1S(=O)(=O)c1cc(F)ccc1F (centres undefined)	105	0	4	105	0	-1	17	-2.5	5
CCOC(=O)N1CCN(C(=O)c2ccc3c(c2)N(Cc2ccc(C)cc2)CCS3)CC1	88	-5	0	91	0	2	-10	-0.8	3
CC(=O)c1c(C)nc(-c2ccc(OCC(=O)Nc3cccc(C)c3C)cc2)n1O	92	5	-7	96	0	2	43	3.6	3
COc1ccc(-c2cnc(N)nc2-c2ccc(OC)cc2O)cc1	94	4	-4	99	6	5	-14	2.3	3

A second format for 3 compounds above:
Compound,CIT2 TOR yeast,BCLXL inh,MCL1-BIM inh,AGP1-GFP MLPCN,GRK2 aptamer HTS,Fam108B inh,VLA-4 inh,MEX-5 binding,GLD-1 RNA inh
Cc1ccc(-c2cc(C(F)F)n3ncc(C(=O)N4CCCc5ccccc54)c3n2)cc1,103,3,5,101,0,5,-5,-1.9,2
CCOc1ccc(-n2c(C)c(C(=O)O)c3cc(OC)ccc32)cc1,107,8,2,95,1,5,-16,0.4,3
CC(O)CNC(=O)C1CCN(Cc2ccc(OCc3ccccc3)cc2)CC1 (centres undefined),96,3,0,100,0,-1,11,-2.1,9

More records:
SMILES	CIT2 TOR yeast	BCLXL inh	MCL1-BIM inh	AGP1-GFP MLPCN	GRK2 aptamer HTS	Fam108B inh	VLA-4 inh	MEX-5 binding	GLD-1 RNA inh
c1ccc(-c2ccc3c(c2)NCCN3)cc1	101	3	7	102	0	2	-2	-2.9	4
CCCCCCn1c(CN2CCC(C)CC2)nc2c1c(=O)n(C)c(=O)n2C	103	6	10	99	1	-3	1	-0.4	6
Cc1ccc(NC(=O)CSc2nnc(C)n2C2CC2)cc1S(=O)(=O)N1CCOCC1	98	28	4	105	4	x	4	x	2
O=C(/C=N/O)NCc1cccnc1	107	4	5	107	3	2	-13	-0.5	10
Cc1ccc2cc(CN(CCCN3CCOCC3)C(=O)NC3CCCCC3)c(=O)[nH]c2c1C	90	1	9	101	2	2	-49	0.6	5
COc1ccc(CCNC(=O)c2cc(C)oc2C)cc1OC	92	2	-2	89	1	-2	3	-2.7	1
COc1ccc(CCC(=O)Nc2ccc(N3CCOCC3)cc2)cc1	91	0	-4	96	3	3	-10	-0.6	-5
COc1ccc(NC(=O)CSc2nc3sc(C)c(C)c3c(=O)n2Cc2ccco2)cc1	92	-7	-3	94	0	1	17	-0.4	-1
COc1cc(/C=N/N2C(=O)CSC2=S)ccc1O	72	4	4	103	2	-28	-54	-0.5	-35
Cc1ccc(C(=O)C(C)[n+]2cccc(C(N)=O)c2)cc1 (centres undefined)	95	4	-3	101	0	8	1	1.4	-2
Cc1ccc2c(c1)CCCN2C(=O)c1cccs1	94	2	3	92	0	0	0	-0.4	-5
CCC(C)NC(=O)C1CCN(S(=O)(=O)c2cccs2)CC1 (centres undefined)	102	-1	0	112	1	5	6	2.6	-3
CCCNC(=O)Nc1ccc(NC(C)=O)cc1	104	-1	-6	100	0	-1	17	-0.6	1
CCOC(=O)c1c(C)[nH]c(C(=O)Nc2ccc(C)c(Cl)c2)c1C	98	4	4	95	0	-8	36	-0.6	2
COc1cc(OC)c(OC)cc1CNCCNC(=O)c1nonc1N	106	3	4	102	3	-2	9	-2.1	-3
Cc1nc2ccccn2c1-c1csc(NCc2ccco2)n1	99	4	-1	94	1	4	6	-1.3	-6
COc1ccc(CNC(=O)CCCn2c(=S)[nH]c3cc4c(cc3c2=O)OCO4)cc1	93	2	-5	99	1	-5	9	-2.6	-4
COc1ccc(OCC(=O)Nc2c(C)ccc3nsnc23)cc1	x	7	9	91	0	2	4	1.5	5
O=C(NCCNS(=O)(=O)c1ccccc1)c1ccc([N+](=O)[O-])cc1	99	3	10	94	1	2	-5	-3.5	4
CCOc1ccc2oc(C(=O)Nc3cc(C)ccn3)c(C)c2c1	83	2	-7	102	0	-1	12	-1.2	4
CSc1ccccc1-c1nc(-c2ccncc2)no1	104	4	-1	79	0	4	4	0.6	-5
Cc1cccc(CCNC(=O)c2cccc3c2C(=O)N(C2CCCCC2)C3)c1	90	7	1	93	2	0	6	0.9	2
CC(=O)N1CCN(S(=O)(=O)c2cccc(C(=O)Nc3cc(C(F)(F)F)ccc3N3CCOCC3)c2)CC1	123	-7	-11	106	0	1	-1	0.7	2
Cc1cccc(OCCC(=O)Nc2ccc(F)c(Cl)c2)c1	93	-3	-6	98	0	-7	-6	-2.8	-6
CCN1CCN(c2ccc(NC(=O)CCc3c(C)nc4c(-c5ccc(F)cc5)c(C)nn4c3C)cc2)CC1	98	6	5	102	0	3	11	-0.6	5
c1ccc(CSc2nnc3ccc(-c4cccs4)nn23)nc1	96	0	1	108	0	-3	5	2.9	4
Cc1ccccc1OCC(=O)N1N=C(c2cccnc2)CC1(O)C(F)(F)F (centres undefined)	95	4	-5	109	4	-7	5	-0.2	-1
C#CCOCCOCCOCCNc1nc(N2CCN(C(=O)C([C@@H](C)CC)n3cc(C(N)COC(=O)C(F)(F)F)nn3)CC2)nc(N2CCN(C(=O)[C@H](CCCCN)n3cc(C(N)CC(C)C)nn3)CC2)n1 (some centres undefined)	67	5	3	78	0	0	14	2.3	1
O=C(O)c1cccnc1Nc1ccc(Cl)cc1	87	5	4	101	1	1	-3	2.2	0
CCN1C(=O)[C@H]2[C@@H](c3ccc(C)cc3)N3C(=O)N(c4cccc(F)c4)C(=O)[C@@]3(C)[C@H]2C1=O	63	1	8	73	0	3	-3	2.0	4
CN(C)CCOC(C1CCCCC1)C1CCCCC1	96	-2	-7	94	0	2	19	0.3	-1
O=C(COc1coc(CN2CCN(c3ccccc3)CC2)cc1=O)NCC1CCCO1 (centres undefined)	93	-1	-6	101	4	0	6	2.5	4
COc1ccc(-c2csc(NC(=O)CC(NC(C)=O)c3ccccc3)n2)cc1OC (centres undefined)	96	x	x	95	0	x	-2	-0.3	x
Cc1ncc(CN2CCC(CO)(CCc3ccccc3)CC2)s1	99	8	9	104	0	-2	4	0.2	-2
CSCC[C@H](NC(=O)c1nn(C)c(=O)c2ccccc12)c1nc2ccccc2[nH]1	107	3	10	103	3	-3	-26	-1.4	2
COC(=O)c1sccc1-c1ccc(/C=N/OCc2c(Cl)cccc2Cl)o1	103	3	7	104	2	-3	6	-2.4	-1
CCC1C(=O)N=C(SCC(=O)Nc2ccc(C)cc2)N(c2ccccc2)C1=O (centres undefined)	88	2	5	88	0	1	2	-1.8	-1
CC(=O)c1sc(NC(=O)C2CSC3(C)CCC(=O)N23)nc1-c1ccccc1 (centres undefined)	93	6	-2	102	0	1	-3	2.3	3
Cc1ccc(/C=N/Nc2cccc(C(=O)O)c2)s1	94	7	3	94	3	2	9	-0.4	5
CC(=O)Nc1cccc(C(=O)OCC(=O)Nc2nnc(-c3ccccc3)o2)c1	100	-1	0	106	0	7	-1	-6.7	-9
Cc1ccc(NC(=O)CN2C(=O)NC3(CCCC3)C2=O)cc1S(=O)(=O)N1CCCCC1	87	6	0	96	17	x	20	x	-1
c1csc(CCNc2ncnc3sc4c(c23)CCC4)c1	87	0	-1	93	1	-1	12	0.5	4
O=C(c1cc(Cl)c(=O)n(Cc2ccccc2)c1)N1CCOCC1	110	1	1	105	8	0	0	-2.2	3
COc1ccc(C2(O)CCN(CC(=O)Nc3nc(-c4ccccc4)cs3)CC2)cc1	110	0	0	98	1	-3	1	0.2	0
CCOC(=O)N1CCN(C(=O)c2ccc(-n3c(C)ccc3C)cc2)CC1	89	4	0	96	7	-6	x	1.9	3
Cc1ccc(C)c(NC(=O)c2cnc3n(c2=O)CCS3)c1	97	5	8	100	0	-2	11	-4.6	5
C=CCOc1ccc(C2/C(=C(\O)c3c(C)[nH]c(C(=O)OC)c3C)C(=O)C(=O)N2CCN(C)C)cc1 (centres undefined)	89	0	2	91	0	8	8	-1.4	-5
O=C(O)C1CSC(c2coc3ccccc3c2=O)N1 (centres undefined)	92	13	26	95	0	-1	8	-3.5	6
O=C(CCCn1c(=S)[nH]c2ccsc2c1=O)NCCc1ccccc1	99	-7	-10	104	3	-1	7	-2.8	2
CCN(CC)C(=O)CN1CCC(n2c(C)nc3cc(C(F)(F)F)ccc32)CC1	95	31*	34	101	0	3	10	-9.6	11
CN1C(=O)c2ccc(N(C)C)cc2C1=O	110	28	35	105	3	7	16	-1.5	22
C=CCN(Cc1nc(-c2ccccc2)no1)C(=O)c1ccoc1C	x	0	-4	87	0	-1	8	-0.4	2
C=CCn1c(SCc2csc(C)n2)nc2scc(-c3ccc(C)o3)c2c1=O	91	-10	-9	96	2	0	-1	0.2	2
